Compound activity: PubChem, National Center for Advancing Translational Sciences (NCATS)
PLK1 PBD block: PLK1 (human) polo-box domain binding inhibition | Potency, µM, inactives show max response, negative = inhibition, actives largely listed as inhibitors | 360,000 compounds, 2.8% hits | P53350 | Plk1 PBD binding of FITC phosphopeptide, fluorescence polarization; also: potency is read from the fitted curve at half-maximal effect; series mostly up to about 57 µM; % is scaled to controls: 0 for no effect and ±100 for the full control effect; nearly all actives have a fitted effect of over 65% in size
Target sequence (P53350 whole entry, looked up, the tested form may be a part): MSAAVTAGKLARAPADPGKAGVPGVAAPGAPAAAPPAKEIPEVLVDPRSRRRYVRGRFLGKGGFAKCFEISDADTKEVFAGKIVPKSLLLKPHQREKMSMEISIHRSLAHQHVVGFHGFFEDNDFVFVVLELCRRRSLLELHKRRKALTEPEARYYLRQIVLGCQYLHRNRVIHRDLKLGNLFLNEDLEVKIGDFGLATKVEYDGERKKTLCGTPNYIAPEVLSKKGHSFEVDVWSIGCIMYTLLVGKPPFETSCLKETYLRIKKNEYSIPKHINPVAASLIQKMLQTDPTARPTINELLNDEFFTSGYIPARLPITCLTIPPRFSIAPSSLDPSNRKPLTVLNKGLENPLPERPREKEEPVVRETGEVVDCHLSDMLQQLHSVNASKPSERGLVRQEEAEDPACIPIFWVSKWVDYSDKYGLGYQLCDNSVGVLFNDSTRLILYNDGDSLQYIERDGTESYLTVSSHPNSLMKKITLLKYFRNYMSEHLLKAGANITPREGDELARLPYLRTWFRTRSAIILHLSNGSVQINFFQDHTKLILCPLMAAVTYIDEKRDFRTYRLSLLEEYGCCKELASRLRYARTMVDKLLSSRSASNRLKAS
EPAC1 antagonist: antagonists of human EPAC1; EPAC1 GEF assay, Rap1b-BODIPY-GDP exchange fluorescence; Potency, µM (series often up to 115 µM), inactives show at the highest dose activity change, negative = inhibition, hits mostly inhibitors; 360,000 compounds, 0.14% hits; AID 720709;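 also: potency is read from the fitted curve at half-maximal effect; plate controls were vehicle for no effect and positive control for full effect; nearly all actives have a fitted effect of over 50% in size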
PI5P4Ka inh: blocks human PI5P4K alpha kinase activity | PI5P4Kalpha enzyme, ADP-Glo luminescence, 60 min; active compounds read low | max response, % | 330,000 compounds, 1.2% hits; active = max response of -50% or lower; inconclusive = between -30% and -50%; inactive = -30% or higher; also: value at the top dose of about 77 µM; % is scaled to controls: 0 for no effect and ±100 for the full control effect
Target sequence (P48426 whole entry, looked up): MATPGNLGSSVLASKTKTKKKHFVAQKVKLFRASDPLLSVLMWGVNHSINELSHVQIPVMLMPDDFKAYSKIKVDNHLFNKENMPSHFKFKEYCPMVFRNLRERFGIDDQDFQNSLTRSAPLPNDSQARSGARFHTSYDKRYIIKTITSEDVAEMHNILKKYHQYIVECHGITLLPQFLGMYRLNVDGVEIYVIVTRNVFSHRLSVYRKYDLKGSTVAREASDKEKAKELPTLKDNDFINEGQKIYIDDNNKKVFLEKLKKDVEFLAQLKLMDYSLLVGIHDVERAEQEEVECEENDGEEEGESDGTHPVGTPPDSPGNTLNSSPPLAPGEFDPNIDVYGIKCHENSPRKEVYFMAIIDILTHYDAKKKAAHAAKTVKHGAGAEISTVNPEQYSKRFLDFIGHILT
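Luminescence from ADP-Glo served as readout of PI5P4Kalpha activity in a qHTS format. Reaction: enzyme, substrate, compound, ATP at 5 microM final, 60 min at RT.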
Abeta rescue: A-beta toxicity reversal in yeast; yeast expressing A-beta42, growth rescue, OD600, 48 h; response scale: 0% DMSO, 100% iron-clioquinol control; Potency, µM (top dose mostly 46.1 µM), inactives show at the top dose growth rescue, usual class: activators; 410,000 compounds, 0.063% hits; AID 1347071; also: potency is read from the fitted curve at half-maximal effect; nearly all actives have a fitted effect of over 55% in size
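Yeast A-beta toxicity model in growth medium with pinned compounds, 48 h at 30 C; growth read as absorbance at 600 nm. Normalized to FeCl3/clioquinol equimolar mix (positive) and DMSO (negative).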
aSyn yeast inh: rescues yeast growth from alpha-synuclein toxicity. Yeast expressing alpha-synuclein, growth rescue, BacTiter-Glo, 24 h. Potency, µM (series often up to 46.1 µM), without a hit: at the highest dose growth rescue (activation), actives largely listed as activators. 370,000 compounds, 0.14% hits; also: potency is read from the fitted curve at half-maximal effect; % of control where 0% means no effect; nearly all actives have a fitted effect of over 65% in size
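Rescue of yeast growth: cells expressing toxic alpha-synuclein, induced in galactose at OD600 0.02, incubated with compound 24 h at 30 C. ATP luminescence quantified growth; inhibitors of toxicity appear as activators.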
WRN inhibitor: blocks human WRN helicase; WRN helicase unwinding, fluorescent forked duplex, kinetic; Q14191; AID 651768; 360,000 compounds, 0.46% hits; Potency, µM (doses to about 114 µM), for inactives: at the highest dose activity change, negative = inhibition, hits mostly inhibitors; also: potency is read from the fitted curve at half-maximal effect; % is scaled to controls: 0 for no effect and ±100 for the full control effect; nearly all actives have a fitted effect of over 55% in size
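Fluorescence dequenching readout, ex 525 nm/em 598 nm, kinetic mode: forked duplex DNA (100 nM final) with adjacent fluorophore and quencher unwound by WRN (20 nM final) with 2 mM ATP. Compound preincubation 15 min, room temperature.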
IL-2 act: activators of IL-2; IL-2 activation reporter assay, cell-based qHTS; stimulated with anti-CD3/CD4/CD28 beads; in transgenic mouse T cells; activation, % (series mostly up to about 46 µM); 360,000 compounds, 0.065% hits; AID 652025; in the data active = activation above about 50%; inconclusive = mostly about 30% to 49%; also: 0% is about no effect
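First, unstimulated transgenic mouse T cells were exposed to compound for 60 min. Next, anti-CD3/anti-CD4-coated beads with anti-CD28 were added. Finally, after 18 h at 37 degrees C, EGFP and DsRed were imaged.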
FUS yeast rescue: FUS proteinopathy suppression in yeast; S. cerevisiae FUS-expressing, growth rescue, OD600, 24 h; Potency, µM (titrated, usually from 76.6 µM), without a hit: at the highest dose growth rescue (activation), hits mostly activators; 390,000 compounds, 0.24% hits;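 also: potency is read from the fitted curve at half-maximal effect; plate controls were DMSO vehicle for no effect and reference control for full effect; nearly all actives have a fitted effect of over 55% in size; some results filed as inactive show a strong effect at the top dose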
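S. cerevisiae expressing FUS from galactose induction served as the toxicity model. Growth after 24hr at 30C, read as absorbance at 600 nm, indicates suppression of toxicity; compounds dosed at several concentrations.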
EPAC1 ag: activates human EPAC1 exchange factor; Potency, µM (series often up to 154 µM), inactives show at the highest dose activation, hits mostly activators; EPAC1 agonist qHTS, biochemical assay; response scale: 100% = response to 6.5 mM cAMP; AID 720707; O95398; 360,000 compounds, 0.073% hits; also: potency is read from the fitted curve at half-maximal effect; nearly all actives have a fitted effect of over 60% in size
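Normalized to 6.5 mM cAMP, activity reflects EPAC1-catalysed release of BODIPY-GDP from Rap1B, followed kinetically over 30 min at 480 nm excitation, 540 nm emission. Reaction contained 100 nM EPAC1, 250 nM Rap1B-BODIPY-GDP, 50 uM GDP.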
Active calls of the source: *; u = inconclusive; x = no result given; [ ] = another dose, or the depositor's remark. Unless noted, calls follow the shape of the dose curve; as a rule, active = well fitted curve in the direction sought with a large enough effect; inconclusive = small, poorly fitted or top-dose-only effect, or another doubt; inactive = no such curve, though single readings can be large; an effect the other way counts as inactive or inconclusive. Rows are unselected; any-hit rate near 4.1%.

SMILES | PLK1 PBD block | EPAC1 antagonist | PI5P4Ka inh | Abeta rescue | aSyn yeast inh | WRN inhibitor | IL-2 act | FUS yeast rescue | EPAC1 ag
Cc1ccc(NC(=O)c2ccc3nc[nH]c3c2)cc1C | -4% | 0% | -4 | 6% | 0% | -7% | -0.2 | x | 4%
O=c1[nH]c(=O)n(C2OC(CO)C(O)C2O)cc1F (stereo not drawn) | -2% | -7% | 6 | -15% | u | -2% | -0.4 | x | -6%
COc1ccc(NC(=S)N2CCN(S(C)(=O)=O)CC2)cc1OC | -7% | 5% | -6 | 4% | 1% | -20% | 1.7 | 5% | -28%
C=CCn1c(SCC(=O)NCCc2ccccc2)nnc1C(C)NC(=O)c1cccs1 (stereo not drawn) | -2% | 11% | x | -4% | 6% | -5% | -2.2 | 22% | 4%
COc1cc2[nH]c(=O)n(CCC(=O)N3CCN(c4cccc(C)c4C)CC3)c(=O)c2cc1OC | -2% | -6% | 2 | 9% | -6% | -8% | -2.1 | -15% | 2%
O=C(COC(=O)C1COc2ccccc2O1)Nc1ccc2c(c1)CCC2 (stereo not drawn) | 0% | -12% | 2 | -5% | -4% | -2% | 0.2 | 8% | -2%
COc1ccc2c(c1)OC(c1ccccc1)(C(F)(F)F)NC2=O (stereo not drawn) | -6% | 13% | -3 | -3% | -6% | 7% | -1.1 | 2% | -7%
Oc1ccc(/C=N/Nc2ccnc3cc(Cl)ccc23)c(O)c1O | 2.1µM* | u | -74* | -16% | -3% | u | 1.6 | 28% | -2%
CNC(=O)NCC12CC3CC(CC(C3)C1)C2 | -1% | -4% | x | 15% | 11% | -6% | 1.5 | -5% | -6%
COc1ccc(OC)c(CCNC(=O)c2ccccc2NC(=O)C2=C(C)OCCS2)c1 | -2% | -14% | 8 | 4% | 6% | -29% | -1.4 | 18% | 2%
O=S(=O)(c1ccc2ccccc2c1)N(CC(O)CN1CCOCC1)c1ccccc1 (stereo not drawn) | -16% | -13% | 6 | 10% | 2% | 11% | -0.4 | -11% | -1%
CCOC(=O)c1ccc2cccc(C)n2c1=O | -15% | -22% | 2 | -2% | 5% | 9% | -2.4 | -21% | 7%
O=C1c2ccsc2SCCN1Cc1c(Cl)cccc1Cl | -12% | -17% | -13 | -25% | -3% | -23% | 0.6 | 34% | 22%
COc1ccc(C(=O)C2CCCN(C(=O)c3ccc(C(C)=O)s3)C2)c(C)c1 (stereo not drawn) | 30µM* | 14% | 2 | -6% | 7% | -5% | 0.6 | 7% | -9%
CCc1ccc(S(=O)(=O)N2c3ccc(C)cc3C3CN(C)CCC32)cc1 (stereo not drawn) | -5% | 8% | -4 | 9% | -2% | 3% | -3.8 | x | 4%
CC1CC(C)CN(CCCNS(=O)(=O)c2ccc3c(c2)CCN3C(=O)C2CC2)C1 (stereo not drawn) | -1% | -1% | 6 | 7% | 0% | -4% | -1.1 | u | -7%
Cc1sc(NC(=O)C2C3CCC(C3)C2C(=O)O)c(C(N)=O)c1-c1ccc(C(C)(C)C)cc1 (stereo not drawn) | u | -24% | -8 | 1% | -3% | 0% | -3.5 | u | -7%
Cc1ccc(NC(=O)Cn2cccc2)c(C)c1 | -8% | -23% | 1 | 3% | 1% | -4% | -1.2 | 11% | 11%
O=C1C2C3C=CC(C3)C2C(=O)N1c1ccc(N2CCN(c3ccccn3)CC2)c([N+](=O)[O-])c1 (stereo not drawn) | 4% | 7% | 1 | -4% | 5% | -1% | -0.2 | 5% | -5%
COc1nn(-c2nc(-c3ccccc3)cc(C(F)(F)F)n2)cc1[N+](=O)[O-] | -7% | 5% | 2 | 10% | -7% | 0% | -1.2 | 2% | -8%
COc1ccccc1NC(=O)c1ccc(Cl)c(S(=O)(=O)N2CCCCC2)c1 | -7% | -10% | -5 | 40% | -14% | -27% | -5.7 | 35% | 4%
CC(=O)Nc1ccc(-c2ccnc3c2CC(C)(C(=O)Nc2ccccc2)O3)cc1 (stereo not drawn) | -4% | -25% | -3 | -17% | -31%[inhibitor] | -12% | -0.6 | -13% | -8%
COc1cccc(/C=N/NC(=O)CNC(=O)c2ccc3c(c2)OCCO3)c1O | -2% | 1% | -6 | 17% | 0% | -24%[57.1 µM] | 1.1 | 15% | -21%
CC1CCC2(CC1)NC(=O)N(CC(=O)c1ccc(Cl)s1)C2=O (stereo not drawn) | 1% | -1% | u | 10% | -1% | -11% | -0.4 | x | 5%
C=C(C)c1sc(-c2ccc(Cl)cc2)nc1C | -14% | 1% | 9 | 0% | 8% | -5% | 0.5 | -27% | 2%
C#Cc1cccc(C(=O)NC2CCCN(C3Cc4ccccc4C3)C2)c1 (stereo not drawn) | -4% | -5% | -2 | -5% | 8% | 2% | -0.1 | -2% | 1%
O=C(NCc1ccccc1C(F)(F)F)C1CCC(=O)N(C2CC2)C1 (stereo not drawn) | -1% | -10% | 3 | -5% | -12% | 0% | 0.0 | -15% | 3%
CCOC(=O)Cc1ccc(NCc2ccc(Cl)cc2)cc1 | -7% | 1% | 10 | 14% | -5% | -10% | 0.9 | 18% | 11%
COc1ccc(OC)c(Nc2ncnc3sc(-c4ccccc4)cc23)c1 | -2% | 6% | 15 | 8% | 9% | -5% | 0.8 | x | 11%
CC1CC(C)CN(C(=O)COC(=O)/C=C/c2ccco2)C1 (stereo not drawn) | -19% | 4% | -22 | -4% | -3% | u | -1.5 | x | 1%

The list goes on, starting with the last 2 of the part before.
SMILES | PLK1 PBD block | EPAC1 antagonist | PI5P4Ka inh | Abeta rescue | aSyn yeast inh | WRN inhibitor | IL-2 act | FUS yeast rescue | EPAC1 ag
COc1ccc(OC)c(Nc2ncnc3sc(-c4ccccc4)cc23)c1 | -2% | 6% | 15 | 8% | 9% | -5% | 0.8 | x | 11%
CC1CC(C)CN(C(=O)COC(=O)/C=C/c2ccco2)C1 (stereo not drawn) | -19% | 4% | -22 | -4% | -3% | u | -1.5 | x | 1%
CCN(CC)C(=O)Oc1nnc(SC(C)C)n1-c1ccc(Cl)c(Cl)c1 | 0% | 0% | -3 | -11% | 4% | -4% | -0.2 | 13% | -2%
O=C1C2C3C=CC(CC3)C2C(=O)N1c1ccccc1F (stereo not drawn) | -6% | -4% | -8 | -3% | -3% | -4% | 2.0 | 3% | -4%
CC(NC(=O)C1CCCN1C(=O)OC(C)(C)C)C(=O)OCc1ccccc1 (stereo not drawn) | 10% | 13% | 12 | -6% | 1% | 1%[57.1 µM] | -0.4 | 16% | -11%
COCCN1CC(C(=O)NCc2ccccc2-n2ccnc2C)CCC1=O (stereo not drawn) | 3% | -2% | 2 | -3% | -2% | -3% | 4.4 | 7% | -21%
CC(C)C(=O)c1cc2c(cc1NC(=O)c1cccs1)OCCO2 | 1% | -11% | x | -1% | 2% | -12% | -1.2 | 21% | 3%
O=C1CC(c2ccco2)CC(O)=C1C=Nc1ccccc1-c1ccccc1 (stereo not drawn) | -4% | u | 4 | 10% | -5% | -7%[57.1 µM] | -1.4 | 24% | 14%
O=S1(=O)CCC(N=Nc2c(O)n(Cc3ccccc3)c3ccccc23)C1 (stereo not drawn) | -12% | -16% | 6 | -39%[inhibitor] | 13% | -2% | -2.9 | 20% | -8%
COc1cc2c(cc1NC(=O)c1cccc([N+](=O)[O-])c1)oc1ccccc12 | -11% | 3% | -4 | -2% | -5% | -15% | 0.3 | -6% | 4%
COc1ccc(NS(=O)(=O)c2cnc[nH]2)cc1 | 1% | 1% | -3 | -3% | 4% | 7% | 2.6 | -11% | -5%
C=CCc1ccc(OCCOCCOc2ccc(C)cc2[N+](=O)[O-])c(OC)c1 | -11% | -7% | 1 | 13% | 13% | -40%[57.1 µM] | -3.2 | 19% | 3%
O=C(O)c1nccnc1C(=O)Nc1ccc(Cl)cn1 | -18% | -4% | 1 | 6% | -1% | -11% | 0.2 | 8% | 1%
O=C(Nc1ccc(-c2csc(Nc3ccccc3)n2)cc1)c1cccc(C(F)(F)F)c1 | 7% | u | 0 | 15% | -15% | -14% | -0.6 | 27% | -2%
C#CCn1c(=NC(=O)c2ccc(S(=O)(=O)N3CCCc4ccccc43)cc2)sc2cc(S(N)(=O)=O)ccc21 | 0% | 17% | -29 | 4% | 0% | u | 2.3 | u | 1%

Part of the list above, tab-delimited.
molecule	PLK1 PBD block	EPAC1 antagonist	PI5P4Ka inh	Abeta rescue	aSyn yeast inh	WRN inhibitor	IL-2 act	FUS yeast rescue	EPAC1 ag
O=C1CC(c2ccco2)CC(O)=C1C=Nc1ccccc1-c1ccccc1 (stereo not drawn)	-4%	u	4	10%	-5%	-7%[57.1 µM]	-1.4	24%	14%
O=S1(=O)CCC(N=Nc2c(O)n(Cc3ccccc3)c3ccccc23)C1 (stereo not drawn)	-12%	-16%	6	-39%[inhibitor]	13%	-2%	-2.9	20%	-8%
COc1cc2c(cc1NC(=O)c1cccc([N+](=O)[O-])c1)oc1ccccc12	-11%	3%	-4	-2%	-5%	-15%	0.3	-6%	4%
COc1ccc(NS(=O)(=O)c2cnc[nH]2)cc1	1%	1%	-3	-3%	4%	7%	2.6	-11%	-5%
C=CCc1ccc(OCCOCCOc2ccc(C)cc2[N+](=O)[O-])c(OC)c1	-11%	-7%	1	13%	13%	-40%[57.1 µM]	-3.2	19%	3%
O=C(O)c1nccnc1C(=O)Nc1ccc(Cl)cn1	-18%	-4%	1	6%	-1%	-11%	0.2	8%	1%
